# USP1-UAF1 inh = Inhibitors of USP1/UAF1: Primary Screen; Ubiquitin carboxyl-terminal hydrolase 1 (Homo sapiens), O94782; recombinant USP1/UAF1, Ub-Rhodamine cleavage fluorescence; Potency, µM (highest dose often 57.1 µM), inactives show at the top dose activity change, negative = inhibition, actives largely listed as inhibitors; hit rate 0.23% among 390,000; further: potency means the concentration at half of the fitted maximal effect; on the % scale 0 is the no-effect control and ±100 the full control effect; nearly all actives have a fitted effect of over 60% in size; inactives centre near -12
#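 USP1/UAF1 complex at 1 nM was preincubated with compound for 15 min at room temperature, then Ub-Rho substrate (150nM final) was added. Fluorescence (480/540 nm) was read kinetically, 6 reads every 60 seconds.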
# PI4K2A inh = qHTS for small molecular inhibitors of PI4K2A; Phosphatidylinositol 4-kinase type 2-alpha (Homo sapiens), Q9BTU6; activity change, negative = inhibition, % at 76.9 µM; purified PI4K2A, ADP-Glo luminescence, 1 h; active compounds read low; hit rate 0.13% among 420,000; in the data active means activity change below about -50%; inconclusive means mostly about -30% to -49%;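 further: -100% = wells without enzyme as full effect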
#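 Compounds are screened against recombinant PI4K2A using PI as substrate and ATP, the latter dispensed at 300 microM. Reactions run one hour at ambient temperature before ADP-Glo detection; full inhibition defined by wells lacking enzyme.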
# Vif-A3F inh = qHTS for Inhibitors of Vif-A3F Interactions: qHTS; HeLa A3F-eYFP + Vif (tagged APOBEC3F with the HIV-1 protein that degrades it), YFP fluorescence increase; hit rate 0.2% among 390,000; Potency, µM (series often up to 46.1 µM), without a hit: at the top dose activity, negative = active; further: potency means the concentration at half of the fitted maximal effect; % of control where 0% means no effect; nearly all actives have a fitted effect of over 65% in size
#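 HeLa cells stably expressing A3F-eYFP plus Vif, plated and incubated overnight at 37 deg C, then exposed to compounds overnight at 37 deg C. Blocked degradation read as raised yellow fluorescence (Ex 488/Em 500-530).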
# Vif-A3G inh = qHTS for Inhibitors of Vif-A3G Interactions: qHTS | hit rate 0.076% among 410,000 | HeLa A3G-eYFP + Vif (tagged APOBEC3G with the HIV-1 protein that degrades it), YFP fluorescence, overnight | Potency, µM (titrated, usually from 46.1 µM), without a hit: at the top dose activity, negative = active, actives largely listed as inhibitors | AID 602310, 2012;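 further: potency means the concentration at half of the fitted maximal effect; on the % scale 0 is the no-effect control and ±100 the full control effect; nearly all actives have a fitted effect of over 60% in size; hits raise eYFP signal because A3G escapes Vif-driven loss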
# Target sequence (Q9HC16 whole entry, looked up): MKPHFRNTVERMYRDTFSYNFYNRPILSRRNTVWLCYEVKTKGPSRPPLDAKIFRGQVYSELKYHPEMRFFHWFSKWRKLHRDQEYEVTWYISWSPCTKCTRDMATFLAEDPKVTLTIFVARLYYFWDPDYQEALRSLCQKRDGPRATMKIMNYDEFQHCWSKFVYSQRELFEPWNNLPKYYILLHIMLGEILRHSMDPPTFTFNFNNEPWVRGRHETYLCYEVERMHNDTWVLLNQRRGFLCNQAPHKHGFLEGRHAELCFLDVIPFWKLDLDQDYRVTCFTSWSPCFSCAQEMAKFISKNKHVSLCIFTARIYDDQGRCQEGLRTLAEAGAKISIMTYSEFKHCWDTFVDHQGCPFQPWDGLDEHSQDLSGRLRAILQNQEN
#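 HeLa cells stably expressing Vif and C-terminally eYFP-tagged A3G, seeded overnight at 37 deg C, then exposed to compound by pintool overnight at 37 deg C. Rise in yellow fluorescence (Ex 488/Em 500-530, Acumen) marks blocked Vif-driven A3G degradation.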
# LDHA inh = qHTS assay for inhibitors of human lactate dehydrogenase; L-lactate dehydrogenase A chain (Homo sapiens), P00338; purified LDHA, NADH/diaphorase-resazurin fluorescence; active compounds read low; activity change, % (values are at about 110 or 230 µM); hit rate 0.15% among 480,000; AID 1347041, 2019; in the data active means activity change below about -30%; inconclusive means mostly about -25% to -30%;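 further: plate controls were DMSO wells for no effect and wells without enzyme for full effect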
#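 Resorufin fluorescence (ex540/em590), read at 0 and 20 min after diaphorase/resazurin addition, reports the NADH left after a 5 min room-temperature reaction of 2 nM human LDH5 with 0.06 mM NADH and 0.2 mM pyruvate.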
# RXFP1 agonist = qHTS Assay for Agonists of the Relaxin Receptor RXFP1 | HEK293T-RXFP1 cAMP TR-FRET, 30 min; response scale: percent of porcine relaxin response, buffer zero | hit rate 0.3% among 370,000 | AID 2676, 2010 | Potency, µM (top dose mostly 57.5 µM), inactives show at the top dose activation, actives largely listed as activators; further: potency means the concentration at half of the fitted maximal effect; on the % scale 0 is the no-effect control and ±100 the full control effect; nearly all actives have a fitted effect of over 60% in size; many of its hits are not listed in these tables
#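 cAMP rise read by TR-FRET after 30 min, 37C compound exposure (up to 58 uM) in RXFP1-transfected HEK293 cells with Ro 20174 present. EC50 from Hill-equation fits, with 29 nM porcine relaxin as 100% and buffer as basal.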
# Glioma ERSR ind = qHTS for Inducers of the Endoplasmic Reticulum Stress Response (ERSR) in Human Glioma: qHTS; U87-MG GRP78 promoter luciferase reporter, 16 h; Potency, µM, inactives show top-dose activation, most hits filed as activators; hit rate 0.02% among 420,000; AID 602332, 2012; further: potency means the concentration at half of the fitted maximal effect; series mostly up to about 76 µM; % of control where 0% means no effect; nearly all actives have a fitted effect of over 35% in size
#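 ERSR induction read as luciferase luminescence (Bright-Glo, 10 min at room temperature) in stably transfected human U87-MG glioma cells exposed to compounds for 16 h, using GRP78 as sensor.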
# IDH1 R132H inh = qHTS for Inhibitors of mutant isocitrate dehydrogenase 1 (IDH1): qHTS. Isocitrate dehydrogenase [NADP] cytoplasmic (Homo sapiens), O75874. IDH1-R132H enzyme, NADPH consumption, diaphorase/resazurin fluorescence. AID 602179, 2012. Potency, µM (series often up to 76.6 µM), without a hit: top-dose activity change, negative = inhibition, usual class: inhibitors. hit rate 0.093% among 390,000; further: potency means the concentration at half of the fitted maximal effect; on the % scale 0 is the no-effect control and ±100 the full control effect; nearly all actives have a fitted effect of over 65% in size
# Target sequence (O75874 whole entry R132H, stated change not applied): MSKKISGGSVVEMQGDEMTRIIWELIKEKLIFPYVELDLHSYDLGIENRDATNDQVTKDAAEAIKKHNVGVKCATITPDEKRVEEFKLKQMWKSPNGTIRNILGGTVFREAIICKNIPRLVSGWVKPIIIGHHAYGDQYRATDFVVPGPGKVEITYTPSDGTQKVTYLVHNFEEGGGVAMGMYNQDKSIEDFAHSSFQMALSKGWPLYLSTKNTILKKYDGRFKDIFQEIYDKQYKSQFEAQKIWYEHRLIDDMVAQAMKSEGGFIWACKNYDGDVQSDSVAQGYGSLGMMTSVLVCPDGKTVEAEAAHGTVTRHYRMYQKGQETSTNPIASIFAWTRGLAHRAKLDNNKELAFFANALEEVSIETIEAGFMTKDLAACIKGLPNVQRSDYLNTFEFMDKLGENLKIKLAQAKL
#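 IDH1-R132H (0.5 ug/mL dispensed) in pH 7.5 Tris buffer was preincubated 30 min with compound, then given a substrate mix of 0.016 mM NADPH and 2 mM alpha-KG for 80 min at room temperature; remaining NADPH was read by diaphorase/resazurin fluorescence.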
# TrxR1 substrate = qHTS Assay for Substrates of Mammalian Selenoprotein Thioredoxin Reductase 1 (TrxR1): qHTS | purified TrxR1 substrate turnover, NADPH consumption readout | hit rate 0.01% among 390,000 | AID 588456, 2011 | Potency, µM (titrated, usually from 114 µM), for inactives: at the top dose activity change, negative = substrate turnover; further: potency means the concentration at half of the fitted maximal effect; on the % scale 0 is the no-effect control and ±100 the full control effect; nearly all actives have a fitted effect of over 50% in size
#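 Rat TrxR1, dispensed at 90 nM, was prereduced with 400 uM NADPH (final) for 5 min at ~22 deg C, then incubated with compound 15 min before 400 uM selenite. A first-read NADPH fluorescence drop versus no-compound background flagged substrates.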
# Active calls of the source: *; ? = inconclusive; · = not tested or not shown; & = joins results of further samples; [ ] = remark or other dose. Unless noted, the call rests on the fitted dose curve; in most records, active means well fitted curve in the direction sought with a large enough effect; inconclusive means small, poorly fitted or top-dose-only effect, or another doubt; inactive means no such curve, though single readings can be large; an effect the other way counts as inactive or inconclusive. The list is partial; the hit share may differ from the screen's.
# The line under a structure holds: USP1-UAF1 inh | PI4K2A inh | Vif-A3F inh | Vif-A3G inh | LDHA inh | RXFP1 agonist | Glioma ERSR ind | IDH1 R132H inh | TrxR1 substrate
> CCC1=C2CC[C@H]3C(=O)N(CC)C(=O)[C@H]3[C@H]2[C@@]2(Cc3ccccc3)C(=NCc3ccccc3)OC(=O)N2C1=O
    -12.6% | -3.9 | -19.9% | -3.4% | -7.9 | 0.0% | -4.0% | 1.3%[38.3 µM] | -3.1%
> Clc1cccc(CN2CCC(Cc3ccccc3)CC2)c1
    -0.2% | 5.7 | -7.9% | -9.5% | -12.4 | -1.1% | -5.0% | 4.6% | -3.3%
> O=C(CN(C(=O)c1csnn1)c1cccc(F)c1)NC1CCCC1
    4.2% | -4.5 | ? | -0.3% | -2.6 | -0.8% | -2.8% | 7.5% | 5.9%
> CC1(C(=O)NS(=O)(=O)C2CC2)CCN(C(=O)c2cc(F)cc(F)c2)C1 (configuration not stated)
    · | 5.4 | · | -3.4% | -6.4 | · | -2.1% | · | ·
> Cc1cc(C(=O)NCc2ccco2)no1
    -7.4% | 3.7 | -6.4% | 0.9% | 0.3 | 1.6% | -4.2% | 2.4% | 1.8%
> O=C(O)CCNS(=O)(=O)c1cccc2nsnc12
    -21.2% | -0.6 | -2.8% | 1.2% | 0.4 | 2.8% | 2.6% | -8.3% | 0.6%
> O=C(CN(Cc1ccccc1)C(=O)c1csnn1)NCc1ccc2c(c1)OCO2
    3.3% | -3.8 | 0.9% | 2.7% | 8.5 | 0.7% | -3.9% | 13.2% | 1.3%[57.1 µM]
> O=C(O)CC1S/C(=N\N=C2\C(=O)Nc3ccccc32)N(c2ccc(O)cc2)C1=O (configuration not stated)
    ? | 3.0 | 0.4% | -1.7% | 0.3 | 0.5% | -2.2% | 4.1% | -8.5%
> O=C(Oc1nsnc1N1CCOCC1)N1CCOCC1
    9.9% | -1.9 | -7.7% | 1.0% | 0.3 | 0.2% | -3.9% | -0.7% | -4.8%
> O=C1OCCN1C(=O)[C@H]1[C@H](c2ccc(Cl)cc2)C(c2cccc(Cl)c2)=NN1c1ccc(Br)cc1
    -8.7% | 1.4 | -2.2% | -0.2% | 1.2 | · | 0.6%&-6.3% | -0.8% | 150.8%[activator]
> COc1ccc2[nH]c3c(c2c1)CCN1C(=O)C(CC(=O)NCCCn2ccnc2)C[C@H](C(=O)N2CCOCC2)[C@@]31CCC1CCCC1 (some centres not stated)
    -25.8% | -0.9 | 0.8% | -0.1% | 0.3 | · | -3.2% | 2.9% | 5.1%
> CCN(CC(=O)Nc1ccc(NC(C)=O)cc1)C(=O)c1sc2nc3n(c(=O)c2c1C)CCC3
    -21.3% | 0.8 | 1.3% | 4.2% | -4.7 | 5.6% | -4.4% | 13.3% | -2.3%
> CCn1c(SCC(=O)NC2CC2)nnc1-c1ccc(F)cc1
    -21.1% | -2.3 | -5.4% | -8.0% | -0.6 | 2.1% | 7.2% | -2.4% | -3.5%
> COc1cccc(NC2=CC(c3ccc(C(C)C)cc3)N(c3cccc(OC)c3)C2=O)c1 (configuration not stated)
    -5.3% | -1.6 | -0.7% | -4.0% | 0.5 | 0.2% | 1.0% | -14.0% | 10.6%[11.4 µM]
> CN1CCN(c2ccc(NC(=O)c3cc([N+](=O)[O-])ccc3N3CCOCC3)cc2)CC1
    -7.4% | 30.9 | -4.7% | 0.3% | -1.6 | 0.4% | -4.5% | 3.6% | 7.3%
> O=C(Nc1cc(-c2nc3ccccc3o2)ccc1Cl)c1sc2c([N+](=O)[O-])cccc2c1Cl
    -0.8% | -1.2 | 0.2% | 1.9% | -1.1 | 16.7% | -0.4% | 10.8% | 5.3%
> CSc1ccccc1NC(=O)C1=COCCO1
    -15.8% | -3.3 | 0.2% | -7.4% | -2.9 | -0.5% | 5.7% | 2.3% | -1.2%
> NC(=O)NOCc1c(Cl)cccc1Cl
    -2.7% | 3.5 | ? | -1.3% | -6.0 | -0.3% | -3.7% | 4.2% | 8.8%[11.4 µM]
> CCOC(=O)c1ccc(NNC(=O)CC)c([N+](=O)[O-])c1
    0.6% | 4.3 | -1.7% | 4.1% | -4.5 | 1.1% | -3.6% | -0.9% | -3.4%
> CC(=O)c1ccc(NC(=O)Cn2cnc3nc4c(cc3c2=O)CC(C)CC4)cc1 (configuration not stated)
    ? | -2.8 | -17.4% | -15.5% | 4.8 | 6.0% | -0.4% | 19.7% | 2.7%[57.1 µM]
> CCCOc1ccc(C2c3c(oc4ccccc4c3=O)C(=O)N2c2ccc(C)cn2)cc1OCC (configuration not stated)
    -21.5% | -0.5 | 4.6% | 0.8% | -2.1 | -4.7% | -3.0% | -3.0% | 5.2%
> N#C/C(=C/c1ccc(-c2ccc(S(N)(=O)=O)cc2)o1)C(=O)Nc1ccccc1
    -18.2% | -10.1 | ? | -30.4% | -2.4 | -1.0% | -8.8% | -4.2% | 4.6%[57.1 µM]
> Cc1ccc2c(=O)cc(C(=O)Nc3ccc(S(=O)(=O)Nc4onc(C)c4C)cc3)oc2c1
    ? | -1.6&-6.6 | -6.0%&0.0% | 1.5%&-1.2% | -13.4&-3.4&-16.8 | 10.5%&10.6% | -3.6%&-4.3% | -5.7%&9.3% | -6.0%&-13.8%
> COc1ccc(NS(=O)(=O)c2cccc(C(=O)NCC3(N4CCCCC4)CCCCC3)c2)cc1
    -22.1% | 1.1 | -3.4% | 0.4% | -6.3 | -0.8% | -2.5% | 12.0% | -3.2%
> O=C(OC(C(=O)Nc1ccc(Cl)cc1C(F)(F)F)c1ccccc1)C1=COCCO1 (configuration not stated)
    -16.6% | 3.0 | 0.6% | -4.5% | -4.4 | 0.9% | -3.0% | -4.7% | -6.8%
> COc1ccc2c(c1OC)C(=O)N(c1ccc(C)cc1)C2
    4.3% | 0.2 | -5.6% | -2.4% | -3.7 | -5.2% | -8.7% | 10.7% | 2.6%
> COc1ccc(N2CC(C(=O)Nc3nc4ccc(S(C)(=O)=O)cc4s3)CC2=O)cc1 (configuration not stated)
    -22.9% | -8.1 | -3.5% | 2.1% | -2.4 | -4.3% | -0.3% | -2.6% | -7.3%
> CC(=O)c1ccc(N2CCN(c3ncnc4onc(-c5ccc(Cl)cc5)c34)CC2)cc1
    -31.0% | -0.3 | -7.4% | -2.1% | -0.7 | 2.4% | -2.6% | -7.2% | 30.8%[activator]
> COC(=O)c1cc(NC(=O)c2sc3ncn(Cc4cccc(F)c4)c(=O)c3c2C)cc(C(=O)OC)c1
    -17.8% | -0.5 | 1.4% | -1.4% | -6.5 | 0.1% | -2.0% | 0.0% | 5.7%[57.1 µM]
> O=c1[nH]cnc2cc(-c3ccc(Br)cc3)sc12
    -20.0% | 0.6 | 5.4% | -4.9% | -14.0 | 18.5% | 5.9% | 1.4% | 2.2%[57.1 µM]
> COCCC(=O)N1CCC(Oc2ccc(C(=O)NCCCC3CCCC3)cc2)CC1
    -18.5% | -1.6 | -1.7% | 3.6% | -2.5 | -0.7% | 1.9% | 11.3% | -7.3%
> c1ccc2nc(N3CCOCC3)c(N3CCOCC3)nc2c1
    -19.9% | 1.3 | 1.2% | 0.9% | 0.2 | 1.8% | -3.4% | 4.2% | 13.1%[57.1 µM]
> Cc1ccccc1/C=N/NC(=O)Cn1cnc([N+](=O)[O-])n1
    -10.0% | 1.2 | 0.6% | 0.3% | 1.3 | 2.4% | -1.3% | 4.2% | -5.7%
> Cc1c(NS(=O)(=O)c2ccc(NCC3CCCO3)c([N+](=O)[O-])c2)c(=O)n(-c2ccccc2)n1C (configuration not stated)
    -12.4% | 2.6 | -1.2% | -1.2% | -2.9 | 2.2% | -1.6% | -9.1% | -5.1%
> COc1ccc(NC(=O)Cc2c[nH]c3ccccc23)cc1S(=O)(=O)N1CCOCC1
    -16.5% | -1.7 | -0.9% | -6.2% | 0.4 | -1.5% | 0.0% | -8.2% | -0.4%
> COc1ccc(C(C(=O)NCCC(C)C)N(CCO)C(=O)c2snc(C(N)=O)c2N)cc1 (configuration not stated)
    -9.9% | 3.1 | 0.2% | 0.1% | -1.1 | 2.2% | -1.5% | -2.3% | 6.8%
> c1cnc(-c2nnc3n2CCCCC3)cn1
    -17.3% | -2.0 | -1.4% | 2.3% | 0.2 | 2.5% | -3.3% | 0.0% | -7.6%
> O=C(Nc1nc(-c2ccccn2)cs1)c1ccc2c(c1)OCCO2
    -28.9% | -2.3 | -1.1% | -0.5% | -0.8 | 4.8% | -8.2% | 8.5% | 10.1%
> COc1cccc(C(=O)Nc2ccc(S(=O)(=O)Nc3onc(C)c3C)cc2)c1
    -11.9% | -1.9 | 1.1% | -0.3% | -3.7 | 0.2% | -4.4% | 5.0% | -0.5%

# Compound activity deposited in PubChem by National Center for Advancing Translational Sciences (NCATS).
